High-throughput results (PubChem BioAssay)
Diaph inh CS: diaphorase inhibition or chemical oxidation counter-screen | inhibition, % at 20 µM | AID 1217 | diaphorase resazurin-to-resorufin fluorescence, NADH, 16 min; bacterial (C. kluyveri) enzyme, not human | 0.69% of 190,000 active;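 active = primary screen inhibition at 20 µM above a set limit, cut at about 50% in these data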;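 note: plate controls were DMSO with full reaction for no effect and wells lacking NADH for full effect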
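controls = No-NADH positive control and DMSO neutral control | system = Clostridium kluyveri diaphorase enzyme | timing = reaction incubation of 16 min at room temperature | signal = resorufin fluorescence 544/590 nm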
TNAP inh no acc: blocks human TNAP activity with no phosphate acceptor present; 0.26% of 200,000 active; purified TNAP, CDP-star luminescence, 30 min; inhibition, % at 20 µM; P05186; AID 1012;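 active = tissue-nonspecific alkaline phosphatase inhibition above about 50% at 20 µM in the single-dose screen, limit read from the data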;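 note: 0% = DMSO negative control and 100% = EDTA positive control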
Target sequence (P05186 whole entry, looked up): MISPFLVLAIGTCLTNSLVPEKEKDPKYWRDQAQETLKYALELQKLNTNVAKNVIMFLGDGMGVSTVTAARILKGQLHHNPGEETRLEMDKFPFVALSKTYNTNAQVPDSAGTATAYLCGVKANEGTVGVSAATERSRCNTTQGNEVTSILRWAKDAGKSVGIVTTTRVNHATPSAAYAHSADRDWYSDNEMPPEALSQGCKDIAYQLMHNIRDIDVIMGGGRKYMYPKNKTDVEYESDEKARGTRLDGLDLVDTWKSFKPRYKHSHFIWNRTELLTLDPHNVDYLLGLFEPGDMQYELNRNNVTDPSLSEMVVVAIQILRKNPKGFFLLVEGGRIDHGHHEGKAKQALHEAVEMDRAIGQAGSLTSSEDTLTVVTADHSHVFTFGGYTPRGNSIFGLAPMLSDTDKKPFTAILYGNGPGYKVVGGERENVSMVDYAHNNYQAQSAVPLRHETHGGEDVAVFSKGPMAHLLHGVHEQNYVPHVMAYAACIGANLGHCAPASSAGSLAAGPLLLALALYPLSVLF
PMI act hi M6P: increases human PMI activity with near-saturating mannose 6-phosphate; coupled PMI enzyme assay, resazurin fluorescence, 20 min; hits give high values; 1 = untreated enzyme, 0 = substrate-free blank; AID 1216; 0.34% of 190,000 active; activation factor at 20 µM; P34949;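 active = activation factor of 2 or more at 20 µM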
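Material: human phosphomannose isomerase with PGI, G6PDH, diaphorase coupling enzymes / Reagent: Man-6-P substrate 1.0 mM / Dosing: single compound dose of 20 µM, 1% DMSO final / Incubation: enzyme reaction with compound 20 min at room temperature / Signal: resorufin fluorescence (Ex 544/Em 590 nm) from resazurin via diaphorase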
Diaph act CS: counter-screen for diaphorase-based assays: diaphorase activators and chemical reducers | Diaphorase/resazurin coupled assay, resorufin fluorescence, 16 min; hits give high values; 1 = vehicle wells, 0 = NADH-free wells | activation factor at 20 µM | 0.005% of 190,000 active;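 active = diaphorase activity raised at least twofold by the compound at 20 µM; inactive = activation factor below 2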
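Material: purified diaphorase enzyme from Clostridium kluyveri / Medium: HEPES pH 7.4 buffer with MgCl2 and Tween 20 / Schedule: enzyme reaction of 16 min at room temperature / Measured by: resorufin fluorescence, excitation 544 nm, emission 590 nm / Evaluation: rise in resorufin formation, marking diaphorase activation or chemical reduction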
Efa HMGR inh: inhibitors of class II HMG-CoA reductase from Enterococcus faecalis; inhibition, % at 10 µM; 0.41% of 190,000 active; purified E. faecalis HMGR, NADPH absorbance 340 nm kinetic;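 active = inhibition above a set limit, the median over all tested compounds plus 3 SD, cut at about 9.5% in these data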;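 note: enzyme runs in reverse so mevalonate oxidation gives rising NADPH absorbance; 0% = complete reaction with DMSO and 100% = background rate lacking mevalonate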
TNAP act hi DEA: TNAP (human) activation, high acceptor. AID 1136. 200,000 tested, under 10 active. activation factor at 20 µM. purified TNAP, CDP-star luminescence, 1 M DEA, 30 min; hits give high values; 0 = EDTA background, 1 = DMSO-only activity. P05186;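 active = activation factor at least 2 at 20 µM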
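Measured by: Luminescent substrate turnover signal | Test system: Human TNAP | Input: TNAP 1/800 final | Dosing: 20 µM single point | Schedule: 30 min, room temperature | Controls: EDTA wells as negative control, DMSO wells as positive control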
FLuc stim CS: firefly luciferase counter-screen for stimulation assays; P08659; ATPlite luciferase biochemical, luminescence, 10 min; 0 = ATP-free wells, 1 = DMSO control; activation factor at 10 µM; 200,000 tested, under 10 active; AID 1027;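 active = luciferase activation factor, scaled between plate controls, of at least 2 with compound at 10 µM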
Target sequence (P08659 whole entry, looked up): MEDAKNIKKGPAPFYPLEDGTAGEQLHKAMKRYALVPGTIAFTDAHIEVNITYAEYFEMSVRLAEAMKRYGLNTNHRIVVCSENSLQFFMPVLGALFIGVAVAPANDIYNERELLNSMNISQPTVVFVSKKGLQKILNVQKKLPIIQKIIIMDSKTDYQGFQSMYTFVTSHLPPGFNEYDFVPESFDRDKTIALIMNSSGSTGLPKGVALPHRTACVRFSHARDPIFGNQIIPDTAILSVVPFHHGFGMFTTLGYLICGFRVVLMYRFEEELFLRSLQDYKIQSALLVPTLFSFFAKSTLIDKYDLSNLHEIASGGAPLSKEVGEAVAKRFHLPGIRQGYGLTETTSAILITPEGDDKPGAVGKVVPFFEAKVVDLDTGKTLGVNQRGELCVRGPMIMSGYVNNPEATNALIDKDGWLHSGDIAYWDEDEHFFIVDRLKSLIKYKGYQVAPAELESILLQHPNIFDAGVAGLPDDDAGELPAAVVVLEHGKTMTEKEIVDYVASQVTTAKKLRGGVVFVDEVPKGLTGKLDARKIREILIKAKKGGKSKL
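System: cell-free luciferase reagent; medium: PBS as buffer for the ATP substrate; doses: test compounds dosed from 2 mM stocks in 100% DMSO; incubation: 10 min, room temperature; measured by: luminescence from luciferase reaction; read-out: luciferase activation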
TNAP inh hi DEA: TNAP (human) inhibition, high acceptor; inhibition, % at 20 µM; AID 1135; P05186; purified TNAP, CDP-star luminescence, 1 M DEA; 0.03% of 200,000 active;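 active = over 50% inhibition of tissue-nonspecific alkaline phosphatase at 20 µM in the single-dose screen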;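 note: plate controls were DMSO wells for no effect and EDTA-quenched wells as full inhibition for full effect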
PMI act: phosphomannose isomerase (human) activation. activation factor at 20 µM. 0.005% of 190,000 active. AID 1214. P34949. purified human PMI, coupled resazurin fluorescence, 20 min; hits give high values; 1 = vehicle control, 0 substrate-free wells;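 active = activation factor of 2 or more at 20 µM, relative to plate controls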
G6PDH counter: inhibits Leuconostoc G6PDH, flagging false hits in G6PDH-based assays; 0.12% of 200,000 active; AID 1020; inhibition, % at 5 µM; Purified L. mesenteroides G6PDH, diaphorase/resazurin coupled fluorescence, 45 min; in the data active = inhibition above about 50%
Active calls of the source: *. This is a random part of the collection; about 1.7% have a hit in one of these screens.

`CCC(CC)COC(=O)C(C#N)c1nc2ccccc2nc1N1CCN(CC)CC1` (stereo unspecified) gave Diaph inh CS 21, TNAP inh no acc -3, PMI act hi M6P 0.8, Diaph act CS 0.8, Efa HMGR inh 1, TNAP act hi DEA 1, FLuc stim CS 1, TNAP inh hi DEA 2, PMI act 0.9 and G6PDH counter 6.
Screening CCC(C)NC(=O)Nc1ccc(C)cc1C (stereo unspecified) returned Diaph inh CS -13, TNAP inh no acc -6, PMI act hi M6P 1.1, Diaph act CS 1.1, Efa HMGR inh -12, TNAP act hi DEA 1, FLuc stim CS 1, TNAP inh hi DEA -1, PMI act 1 and G6PDH counter 6.
COc1ccc(C(=O)Nc2sc3c(c2C(=O)NCc2ccco2)CCCC3)cc1OC was read as Diaph inh CS 20, TNAP inh no acc -14, PMI act hi M6P 1, Diaph act CS 0.8, Efa HMGR inh -5, TNAP act hi DEA 1.1, FLuc stim CS 1.1, TNAP inh hi DEA -7, PMI act 0.9 and G6PDH counter 3.
`CNC(=O)c1cc(C(=O)c2c(Cl)cccc2Cl)c[nH]1` gave Diaph inh CS 2, TNAP inh no acc -3, PMI act hi M6P 1, Diaph act CS 1, Efa HMGR inh 0, TNAP act hi DEA 1, FLuc stim CS 1, TNAP inh hi DEA 0, PMI act 1 and G6PDH counter -2.
Screening Cc1[nH]c(=O)[nH]c(=O)c1S(=O)(=O)N1CCN(c2ccccc2F)CC1 returned Diaph inh CS 3, TNAP inh no acc 3, PMI act hi M6P 1, Diaph act CS 1, Efa HMGR inh 0, TNAP act hi DEA 1, FLuc stim CS 1, TNAP inh hi DEA 1, PMI act 1 and G6PDH counter 4.
`COc1cc(OC)cc(C(=O)Nc2nnc(Cc3ccc(OC)c(OC)c3)s2)c1` gave Diaph inh CS 3, TNAP inh no acc -12, PMI act hi M6P 1, Diaph act CS 1, Efa HMGR inh -2, TNAP act hi DEA 1, FLuc stim CS 1, TNAP inh hi DEA -3, PMI act 1 and G6PDH counter 3.
For O=C(CN1CCOCC1)N1CCN(S(=O)(=O)c2ccccc2)C1c1ccccc1 (stereo unspecified) the results were Diaph inh CS 16, TNAP inh no acc -9, PMI act hi M6P 1, Diaph act CS 0.8, Efa HMGR inh -2, TNAP act hi DEA 1, FLuc stim CS 1.1, TNAP inh hi DEA -1, PMI act 1 and G6PDH counter 3.
Screening N=c1sccn1CC(=O)Nc1cc(S(=O)(=O)N2CCCC2)ccc1Cl returned Diaph inh CS 4, TNAP inh no acc -5, PMI act hi M6P 1.1, Diaph act CS 1, Efa HMGR inh 2, TNAP act hi DEA 1.1, FLuc stim CS 1, TNAP inh hi DEA -6, PMI act 1.1 and G6PDH counter -2.
For O=C(COC(=O)c1ccc(Cl)s1)c1ccc[nH]1 the results were Diaph inh CS 14, TNAP inh no acc -9, PMI act hi M6P 0.8, Diaph act CS 0.9, Efa HMGR inh -5, TNAP act hi DEA 1.1, FLuc stim CS 1, TNAP inh hi DEA -6, PMI act 0.9 and G6PDH counter 2.
Screening CC1Oc2ccccc2C=C1/C=C1/SC(N2CCOCC2)=NC1=O (stereo unspecified) returned Diaph inh CS 3, TNAP inh no acc 0, PMI act hi M6P 0.7, Diaph act CS 1, Efa HMGR inh 0, TNAP act hi DEA 1, FLuc stim CS 1, TNAP inh hi DEA 2, PMI act 0.9 and G6PDH counter 16.
`CC(C)(C)n1nc2c(c1NC(=O)c1ccccc1F)CS(=O)C2` (stereo unspecified) gave Diaph inh CS -4, TNAP inh no acc -22, PMI act hi M6P 1.2, Diaph act CS 1, Efa HMGR inh -4, TNAP act hi DEA 1, FLuc stim CS 1, TNAP inh hi DEA -4, PMI act 1 and G6PDH counter 1.
`O=C(Nc1ccc(Cl)cn1)C1COc2ccccc2O1` (stereo unspecified) gave TNAP inh no acc -6, Efa HMGR inh 2, TNAP act hi DEA 1, FLuc stim CS 0.8, TNAP inh hi DEA -2 and G6PDH counter 19.
Screening CS(=O)(=O)n1nc(OC(=O)c2cccs2)cc1N returned Diaph inh CS -23, TNAP inh no acc 1, PMI act hi M6P 1.2, Diaph act CS 1.2, Efa HMGR inh -2, TNAP act hi DEA 1, FLuc stim CS 0.9, TNAP inh hi DEA 1, PMI act 1.1 and G6PDH counter 1.
`CCCCCCCCCSc1n[nH]c(N)n1` gave Diaph inh CS 5, TNAP inh no acc 14, PMI act hi M6P 1, Diaph act CS 0.9, Efa HMGR inh -3, TNAP act hi DEA 1, FLuc stim CS 1.1, TNAP inh hi DEA 0, PMI act 1.1 and G6PDH counter 1.
CCOc1ccc(OCC)c2sc(C)nc12 was read as Diaph inh CS -8, TNAP inh no acc -8, PMI act hi M6P 1, Diaph act CS 1.1, Efa HMGR inh 0, TNAP act hi DEA 1.1, FLuc stim CS 1.1, TNAP inh hi DEA -9, PMI act 1 and G6PDH counter 22.

Sorted by number of heavy atoms (highest first): part of the list above
Screening N=c1sccn1CC(=O)Nc1cc(S(=O)(=O)N2CCCC2)ccc1Cl returned Diaph inh CS 4, TNAP inh no acc -5, PMI act hi M6P 1.1, Diaph act CS 1, Efa HMGR inh 2, TNAP act hi DEA 1.1, FLuc stim CS 1, TNAP inh hi DEA -6, PMI act 1.1 and G6PDH counter -2.
`CC(C)(C)n1nc2c(c1NC(=O)c1ccccc1F)CS(=O)C2` (stereo unspecified) gave Diaph inh CS -4, TNAP inh no acc -22, PMI act hi M6P 1.2, Diaph act CS 1, Efa HMGR inh -4, TNAP act hi DEA 1, FLuc stim CS 1, TNAP inh hi DEA -4, PMI act 1 and G6PDH counter 1.
`O=C(Nc1ccc(Cl)cn1)C1COc2ccccc2O1` (stereo unspecified) gave TNAP inh no acc -6, Efa HMGR inh 2, TNAP act hi DEA 1, FLuc stim CS 0.8, TNAP inh hi DEA -2 and G6PDH counter 19.

(listing goes on)
Screening Cc1cccc(OCC(=O)Nc2ccccc2C(F)(F)F)c1 returned Diaph inh CS 16, TNAP inh no acc -11, PMI act hi M6P 1, Diaph act CS 0.8, Efa HMGR inh -11, TNAP act hi DEA 1, FLuc stim CS 1, TNAP inh hi DEA -5, PMI act 1 and G6PDH counter -2.
`COc1cccc(CC(=O)Nn2c(C)nc3ccccc3c2=O)c1` gave Diaph inh CS 10, TNAP inh no acc -13, PMI act hi M6P 0.8, Diaph act CS 0.9, Efa HMGR inh 3, TNAP act hi DEA 1, FLuc stim CS 1.1, TNAP inh hi DEA -1, PMI act 0.9 and G6PDH counter -8.
`Cc1cc(C)n(CC(O)COc2ccccc2)n1` (stereo unspecified) gave Diaph inh CS 8, TNAP inh no acc -14, PMI act hi M6P 1.1, Diaph act CS 0.9, Efa HMGR inh 3, TNAP act hi DEA 1.1, FLuc stim CS 1.1, TNAP inh hi DEA -7, PMI act 1 and G6PDH counter 2.
For Cc1ccc(S(=O)(=O)Oc2ccc(/C=C(/NC(=O)c3ccccc3)C(=O)NCC(=O)O)cc2)cc1 the results were Diaph inh CS 17, TNAP inh no acc -8, PMI act hi M6P 1, Diaph act CS 0.8, Efa HMGR inh 5, TNAP act hi DEA 1, FLuc stim CS 1.1, TNAP inh hi DEA -5, PMI act 1 and G6PDH counter 9.
COc1ccc(Cn2c(-c3ccc(OC)c(O)c3)nc3ccccc32)cc1O was read as TNAP inh no acc 1, Efa HMGR inh 4, TNAP act hi DEA 1, FLuc stim CS 1, TNAP inh hi DEA -2 and G6PDH counter 18.
For CCn1c(SCc2ccc([N+](=O)[O-])cc2)nnc1C(C)NC(=O)c1ccc(C)cc1 (stereo unspecified) the results were Diaph inh CS 5, TNAP inh no acc -11, PMI act hi M6P 1.1, Diaph act CS 0.9, Efa HMGR inh -1, TNAP act hi DEA 1, FLuc stim CS 1.1, TNAP inh hi DEA -1, PMI act 1 and G6PDH counter 11.
For O=C(CCC(=O)N1CCN(S(=O)(=O)c2ccc(Cl)cc2)CC1)Nc1ccc2ccccc2c1 the results were Diaph inh CS 31, TNAP inh no acc -12, PMI act hi M6P 0.8, Diaph act CS 0.7, Efa HMGR inh -4, TNAP act hi DEA 1, FLuc stim CS 1, TNAP inh hi DEA -2, PMI act 0.7 and G6PDH counter 3.
CN(C)CCCC1(O)c2ccccc2C=Cc2ccccc21 was read as Diaph inh CS -3, TNAP inh no acc -5, PMI act hi M6P 1.1, Diaph act CS 1, Efa HMGR inh 5, TNAP act hi DEA 1, FLuc stim CS 1, TNAP inh hi DEA 0, PMI act 1 and G6PDH counter 3.
`CCc1ccc(NC(=O)CSC2=C(C#N)C(c3ccco3)C3=C(CCCC3=O)N2)cc1` (stereo unspecified) gave Diaph inh CS 19, TNAP inh no acc -2, PMI act hi M6P 1, Diaph act CS 0.8, Efa HMGR inh -3, TNAP act hi DEA 1.1, FLuc stim CS 1.1, TNAP inh hi DEA -9, PMI act 1.1 and G6PDH counter 1.
`CCc1ccc(-n2c(=S)sc3c(=O)n(-c4ccccc4OC)c(=S)[nH]c32)cc1` gave Diaph inh CS 44, TNAP inh no acc -8, PMI act hi M6P 1, Diaph act CS 0.6, Efa HMGR inh -1, TNAP act hi DEA 1, FLuc stim CS 1, TNAP inh hi DEA -1, PMI act 0.9 and G6PDH counter 3.
For CSCCC(NC(=O)c1ccoc1C)C(=O)O (stereo unspecified) the results were Diaph inh CS 5, TNAP inh no acc 1, PMI act hi M6P 1.1, Diaph act CS 0.9, Efa HMGR inh -3, TNAP act hi DEA 1, FLuc stim CS 1.1, TNAP inh hi DEA -4, PMI act 1.1 and G6PDH counter 17.
For C=CCn1c(=NC(=O)c2ccc(S(=O)(=O)N3CCCc4ccccc43)cc2)sc2cc(S(N)(=O)=O)ccc21 the results were Diaph inh CS 25, TNAP inh no acc 1, PMI act hi M6P 0.4, Diaph act CS 0.7, Efa HMGR inh -1, TNAP act hi DEA 0.9, FLuc stim CS 1, TNAP inh hi DEA 9, PMI act 0.8 and G6PDH counter -10.
Screening COc1cc2c(OC)cccc2cc1C(=O)O returned Diaph inh CS 6, TNAP inh no acc -4, PMI act hi M6P 1, Diaph act CS 0.9, Efa HMGR inh -7, TNAP act hi DEA 1, FLuc stim CS 1, TNAP inh hi DEA -4, PMI act 0.9 and G6PDH counter 12.
